Screens: PubChem BioAssay, National Center for Advancing Translational Sciences (NCATS)
GRP78 ERSR act – inducers of ER stress response in human glioma cells; U87-MG GRP78 promoter luciferase reporter, 16 h; Potency, µM, inactives show at the top dose activation, actives largely listed as activators; actives 0.02% (n = 420,000); note: potency is the fitted concentration of half-maximal effect; series mostly up to about 76 µM; % of control where 0% means no effect; nearly all actives have a fitted effect of over 35% in size
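Stably transfected U87-MG glioma cells carrying a GRP78-based luciferase sensor; 16 h compound incubation. Luminescence end-point read 10 min after Bright-Glo addition at room temperature.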
LDHA block – LDHA (human) enzyme inhibition. P00338. purified LDHA, NADH/diaphorase-resazurin fluorescence; active compounds read low. activity change, % (values are at about 110 or 230 µM). actives 0.15% (n = 480,000). AID 1347041; in the data active = activity change below about -30%; inconclusive = mostly about -25% to -30%;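 note: plate controls were DMSO wells for no effect and wells without enzyme for full effect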
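LDH5 2 nM; NADH 0.06 mM, pyruvate 0.2 mM; 200 mM Tris pH 7.4, EDTA, Tween-20; 5 min RT. Detection: diaphorase 0.133 mg/mL + resazurin 37 µM, fluorescence ex540/em590 at 0 and 20 min; normalized to enzyme-free and DMSO wells.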
Vif-A3G inh – Vif-A3G binding inhibition | Q9HC16 | AID 602310 | actives 0.076% (n = 410,000) | Potency, µM (doses to about 46.1 µM), for the others: at the top dose activity, negative = active, usual class: inhibitors | HeLa A3G-eYFP + Vif (tagged APOBEC3G with the HIV-1 protein that degrades it), YFP fluorescence, overnight;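 note: potency is the fitted concentration of half-maximal effect; % is set by controls: 0 for no effect and ±100 for the full control effect; nearly all actives have a fitted effect of over 60% in size; hits raise eYFP signal because A3G escapes Vif-driven loss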
Target sequence (Q9HC16 whole entry, looked up): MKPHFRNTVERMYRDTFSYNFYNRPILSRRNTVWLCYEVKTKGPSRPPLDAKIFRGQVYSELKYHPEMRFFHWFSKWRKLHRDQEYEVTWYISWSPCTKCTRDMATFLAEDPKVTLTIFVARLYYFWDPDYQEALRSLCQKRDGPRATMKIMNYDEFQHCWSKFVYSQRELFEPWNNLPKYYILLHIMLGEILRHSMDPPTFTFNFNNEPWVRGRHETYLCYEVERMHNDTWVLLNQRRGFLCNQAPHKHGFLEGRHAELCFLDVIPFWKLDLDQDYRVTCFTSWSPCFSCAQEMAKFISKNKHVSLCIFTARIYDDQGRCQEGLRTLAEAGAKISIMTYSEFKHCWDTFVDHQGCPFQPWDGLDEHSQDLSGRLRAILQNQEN
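Read-out is eYFP fluorescence (Ex 488/Em 500-530) from Vif-expressing HeLa A3G-eYFP cells; more signal means A3G escaped Vif-mediated degradation. Cells plated overnight, compound pinned in, incubated overnight at 37 deg C.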
* hit, by the source's call; ? = inconclusive. Unless noted, calls come from the whole dose curve; as a rule, active = well fitted curve in the direction sought with a large enough effect; inconclusive = small, poorly fitted or top-dose-only effect, or another doubt; inactive = no such curve, though single readings can be large; an effect the other way counts as inactive or inconclusive. A portion of the library; count on the stated rates, not on these rows.

Every second line gives: LDHA block	GRP78 ERSR act	Vif-A3G inh
- Cc1ccc(F)c(S(=O)(=O)NC(=O)C2(C)CCN2C(=O)Cc2ccc(-c3ccccc3)cc2)c1 (centres undefined)
→ -10	-3%	-6%
- CC1(C(=O)NS(=O)(=O)c2cccc(F)c2)CCN1C(=O)Cc1ccccc1 (centres undefined)
→ 0	-1%	-3%
- CC1(Cc2ccccc2F)C(=O)Nc2c(Cl)ccc(Cl)c21 (centres undefined)
→ 2	-3%	-5%
- CCN(CC)c1ncnc2c1ncn2[C@H]1CN(Cc2ccc(F)cc2)C[C@@H](CO)O1
→ -8	0%	-6%
- COc1ccc(-c2cc3c(c4c2ccn4C)C2CCC3C2)cn1 (centres undefined)
→ -2	-3%	3%
- Cc1ccc2c(c1)C1(SC(C)C(=O)N1c1ccc(Cl)cc1)C(=O)N2 (centres undefined)
→ -1	2%	-2%
- Cn1cc(-c2csc(C(O)c3ccc(F)c(F)c3)n2)cn1 (centres undefined)
→ -10	-3%	-3%
- COc1ccccc1CNc1nc(NCCOc2ccccc2Cl)c2sccc2n1
→ -9	-4%	-14%
- CN(C)CCNC(=O)c1ccc(-c2cnn(C)c2)c2ccoc12
→ -3	-1%	1%
- COCCNC(=O)c1cc2c(c(-c3cccc(-c4cc5ccccc5o4)c3)n1)[C@H](CCO)N(S(=O)C(C)(C)C)C2 (some centres undefined)
→ -4	-3%	?
- CCc1nc2ccc(C(=O)Nc3cc(-c4ccccc4)ccc3OC)cn2c1N(C)Cc1ccc(Cl)cc1
→ -7	-4%	-6%
- CC(C)C(=O)N1CCCC1(C)C(=O)Nc1ccccc1 (centres undefined)
→ -6	-3%	-2%
- COc1ccc(C(C)=O)cc1CN1C(=O)C(C)ON=C1c1cccc(C(F)(F)F)c1 (centres undefined)
→ 2	-2%	1%
- NC(CCc1ccccc1)c1csc(Nc2ccc(C(=O)NCCCO)cn2)n1 (centres undefined)
→ -7	-2%	-5%
- CN(C)[C@H]1CCN([C@H]2CS(=O)(=O)N[C@@H]2COCc2ccccc2)C1
→ -6	0%	2%
- COc1ccccc1-c1csc(C(O)c2ccc(F)c(F)c2)n1 (centres undefined)
→ 2	-2%	-7%
- CC(C)CN1CCC1(C)C(=O)Nc1ccc(OC(F)F)cc1 (centres undefined)
→ -2	0%	-1%
- CC(C)NC(=O)C1(C)CCN1Cc1cccc(C#N)c1 (centres undefined)
→ -1	-4%	-3%
- COc1cccc(C(N)c2nc(-c3cc(F)cc(F)c3)cs2)c1 (centres undefined)
→ -2	0%	-23%
- O=C(Nc1ccc(Cl)c(C(F)(F)F)c1)C1Cc2c(-c3ccc4c(c3)OCO4)ccnc2O1 (centres undefined)
→ -4	-6%	-2%
- CC1(C(=O)Nc2cccc(C(F)(F)F)c2)Cc2c(-c3ccc4c(c3)OCO4)ccnc2O1 (centres undefined)
→ -2	-1%	-11%
- COc1c(C)cc(C(O)c2ncc(-c3ccccc3C)[nH]2)cc1C (centres undefined)
→ -5	-3%	-1%
- CCc1nc2c(OCC(N)=O)cccn2c1N(C)C(=O)c1cccs1
→ 0	-2%	-8%
- O=C(COc1ccccc1CNC[C@H]1O[C@@H](n2ccc(=O)[nH]c2=O)[C@H](O)[C@@H]1O)N1CCCCC1
→ 0	-4%	2%
- CCc1nc2cc(NC(=O)C3(C)CCCN(C(C)=O)C3)ccc2o1 (centres undefined)
→ 7	-2%	-5%
- Cc1cc(NC(=O)CS(=O)c2cn(Cc3cccc(Cl)c3)c3ccccc23)no1 (centres undefined)
→ -7	-2%	2%
- CCCCNC(=O)C1(C)CCN1C(=O)c1cccc2c1OCCO2 (centres undefined)
→ -5	-2%	-1%
- CC(=O)Nc1ccc(NC(=O)c2cc(-c3ccc(F)cc3C)n[nH]2)cc1
→ 3	2%	-2%
- CC(=O)Nc1cccc(-c2ccnc3c2CC(C)(C(=O)NCc2ccc(F)c(F)c2)O3)c1 (centres undefined)
→ -3	-4%	?
- O=C(NCc1ccc(F)cc1)c1cc(C2CCCN(C(=O)c3cccs3)C2)on1 (centres undefined)
→ -11	-3%	0%

Whole records from above.
`COc1c(C)cc(C(O)c2ncc(-c3ccccc3C)[nH]2)cc1C` (centres undefined) is entered as LDHA block = -5; GRP78 ERSR act = -3%; Vif-A3G inh = -1%
`COc1ccccc1-c1csc(C(O)c2ccc(F)c(F)c2)n1` (centres undefined) is entered as LDHA block = 2; GRP78 ERSR act = -2%; Vif-A3G inh = -7%

(list continues)
Every second line gives: LDHA block	GRP78 ERSR act	Vif-A3G inh
- O=S1(=O)CC(N2CCCC2)CN1Cc1ccc(F)cc1 (centres undefined)
→ 0	-4%	-2%
- CC1(C(=O)NS(=O)(=O)c2ccc(F)cc2F)CCN1C(=O)c1cccc(F)c1 (centres undefined)
→ -6	-5%	0%
- COCCCNC(=O)c1cccc2c(-c3ccc(O)c(OC)c3)coc12
→ 5	0%	-23%
- CC(=NNC(=O)c1ccccc1N)c1ccccc1O
→ -12	-6%	-1%
- O=C(Nc1ccc(Cl)cc1)C1Cc2c(-c3ccc4c(c3)OCO4)ccnc2O1 (centres undefined)
→ -5	-2%	-20%
- Cn1c(=O)c2c(-c3ccccc3)n(-c3cc(C(=O)O)ccc3O)cc2n(C)c1=O
→ 0	-3%	0%
- O=C(NCc1cccc(F)c1)Nc1nnc([C@H]2C[C@H](O)[C@@H](CO)O2)s1
→ -11	5%	-2%
- COc1ccc(OC)c(NC(=O)C2(C)CCN2Cc2ccsc2)c1 (centres undefined)
→ 3	-4%	-4%
- Cn1c(=O)c2cc(NC(=S)NC3CCCCC3)ccc2n1Cc1ccc(F)cc1
→ -2	-3%	-2%
- CC(=O)Nc1cc(-c2cccc(C(=O)N(C)C)c2)cn2c(-c3ccccc3)cnc12
→ 3	1%	-14%
- COc1ccc(CN2C[C@@H](CO)O[C@@H](n3cnc4c(NC5CCC5)ncnc43)C2)cc1
→ -8	-1%	1%
- Cc1ccc(F)cc1C(=O)N1CCCC1(C)C(=O)NCC(C)C (centres undefined)
→ -7	-2%	-1%
- CCN(CC)c1ncnc2c1ncn2[C@H]1CN(Cc2cccnc2)C[C@@H](CO)O1
→ -4	-3%	-3%
- O=C(Nc1ccc(Cl)cc1)c1csc([C@@H]2O[C@H](CO)[C@@H](O)[C@H]2O)n1
→ -4	1%	1%
- CCOC(=O)C1(C)CCCN(C(=O)c2ccc(OC)cc2)C1 (centres undefined)
→ -1	-2%	0%

Sorted by the number under Vif-A3G inh (rising): some entries from above.
SMILES	Vif-A3G inh
COCCCNC(=O)c1cccc2c(-c3ccc(O)c(OC)c3)coc12	-23%
O=C(Nc1ccc(Cl)cc1)C1Cc2c(-c3ccc4c(c3)OCO4)ccnc2O1 (centres undefined)	-20%
COc1ccc(OC)c(NC(=O)C2(C)CCN2Cc2ccsc2)c1 (centres undefined)	-4%
CCN(CC)c1ncnc2c1ncn2[C@H]1CN(Cc2cccnc2)C[C@@H](CO)O1	-3%
Cn1c(=O)c2cc(NC(=S)NC3CCCCC3)ccc2n1Cc1ccc(F)cc1	-2%
COc1ccc(CN2C[C@@H](CO)O[C@@H](n3cnc4c(NC5CCC5)ncnc43)C2)cc1	1%

At a glance, some entries already given:
Every second line gives: LDHA block	GRP78 ERSR act	Vif-A3G inh
- CC(=O)Nc1cc(-c2cccc(C(=O)N(C)C)c2)cn2c(-c3ccccc3)cnc12
→ 3	1%	-14%
- COc1ccc(CN2C[C@@H](CO)O[C@@H](n3cnc4c(NC5CCC5)ncnc43)C2)cc1
→ -8	-1%	1%
- Cc1ccc(F)cc1C(=O)N1CCCC1(C)C(=O)NCC(C)C (centres undefined)
→ -7	-2%	-1%
- CCN(CC)c1ncnc2c1ncn2[C@H]1CN(Cc2cccnc2)C[C@@H](CO)O1
→ -4	-3%	-3%
- O=C(Nc1ccc(Cl)cc1)c1csc([C@@H]2O[C@H](CO)[C@@H](O)[C@H]2O)n1
→ -4	1%	1%
- CCOC(=O)C1(C)CCCN(C(=O)c2ccc(OC)cc2)C1 (centres undefined)
→ -1	-2%	0%

(listing goes on)
Every second line gives: LDHA block	GRP78 ERSR act	Vif-A3G inh
- CCc1nc2c(OCCOc3ccccc3)cccn2c1N(C)C(=O)c1ccc(C)cc1
→ -16	-2%	-3%
- Cc1ccccc1S(=O)(=O)N1C[C@H]2[C@H]3C(=O)N(c4ccccc4)C(=O)[C@H]3CC(=O)[C@H]2[C@@H]1c1ccc(Cl)cc1
→ -8	-3%	3%
- N#Cc1cccc(NC(=O)c2cc(C3CCCCN3C(=O)c3ccc4c(c3)CCO4)on2)c1 (centres undefined)
→ 6	-1%	-3%
- CCCS(=O)(=O)NC(=O)C1(C)CCN(C(=O)c2cc(OC)c(OC)c(OC)c2)C1 (centres undefined)
→ -17	-3%	1%
- CC(C)Oc1cc(F)ccc1-c1cc(C(=O)NCc2ccccn2)[nH]n1
→ -2	-2%	-1%
- CCCNC(=O)C1(C)CCN(Cc2ccc(C(=O)OCC)cc2)C1 (centres undefined)
→ -8	-4%	-1%
- COCCNc1nc(NCc2ccc(NC(C)=O)cc2)c2sc(-c3ccccc3)cc2n1
→ -2	-8%	?
- CN1CCC(N2CCN(C3CN(C4CCCC4)S(=O)(=O)C3)CC2)CC1 (centres undefined)
→ -7	-6%	-1%
